# RXFP1 antagonist – RXFP1 (human) relaxin receptor antagonism. HEK293-RXFP1, relaxin-stimulated cAMP HTRF, 30 min; stronger effect = lower value. activity change, negative = inhibition, % at 57.5 µM. 0.59% of 350,000 active;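 active = activity change of -60% or lower, but not beyond a set lower limit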; also: % is scaled to controls: 0 for no effect and ±100 for the full control effect
# TRHR ag – TRH receptor (human) agonism; activation, % at 2 µM; 0.18% of 360,000 active; TRHR cells, calcium flux fluo-8, FDSS agonist mode; also: 0% is about no effect
# Target sequence (P34981 whole entry, looked up): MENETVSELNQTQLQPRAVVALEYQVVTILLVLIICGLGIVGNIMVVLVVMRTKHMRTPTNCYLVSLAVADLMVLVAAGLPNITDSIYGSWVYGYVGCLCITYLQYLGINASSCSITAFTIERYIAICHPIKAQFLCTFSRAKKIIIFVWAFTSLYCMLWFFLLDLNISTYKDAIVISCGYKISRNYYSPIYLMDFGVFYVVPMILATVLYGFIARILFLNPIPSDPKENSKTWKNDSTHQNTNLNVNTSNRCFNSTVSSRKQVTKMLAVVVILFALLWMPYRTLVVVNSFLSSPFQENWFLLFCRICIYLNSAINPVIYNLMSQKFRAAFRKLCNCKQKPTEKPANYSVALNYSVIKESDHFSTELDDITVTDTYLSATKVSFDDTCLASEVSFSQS
#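 TRHR-expressing cells, plated overnight in medium with 10% serum, were loaded with fluo-8 calcium dye at room temperature. After a 10 s baseline, library compound was pin-added and calcium release was recorded kinetically (ex 480/em 530) as agonist response.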
# D2 ag – agonists of human D2 dopamine receptor; P14416; HEK293 T-REx D2 cells, calcium flux agonist mode; activation, % at 2 µM; 0.53% of 340,000 active; AID 485358;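 active = activation over 3 SD above normal in the single-dose calcium agonist read, cut at about 30% in these data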; also: 0% is about no effect
# Target sequence (P14416 whole entry, looked up): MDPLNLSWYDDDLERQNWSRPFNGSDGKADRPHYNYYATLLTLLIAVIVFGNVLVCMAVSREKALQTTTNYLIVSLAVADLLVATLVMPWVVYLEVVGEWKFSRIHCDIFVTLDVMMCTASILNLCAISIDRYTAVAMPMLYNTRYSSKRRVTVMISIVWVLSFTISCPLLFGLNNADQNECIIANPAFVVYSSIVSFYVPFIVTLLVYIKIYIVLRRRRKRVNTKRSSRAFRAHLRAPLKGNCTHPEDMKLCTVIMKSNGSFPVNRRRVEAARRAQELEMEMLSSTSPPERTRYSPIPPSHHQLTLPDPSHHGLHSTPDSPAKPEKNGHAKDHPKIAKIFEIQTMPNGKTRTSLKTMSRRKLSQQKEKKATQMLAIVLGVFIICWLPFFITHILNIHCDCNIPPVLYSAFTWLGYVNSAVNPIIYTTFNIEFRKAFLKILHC
#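 In this primary screen, compounds producing a positive calcium signal within 180 s of addition to tetracycline-induced, force-coupled HEK293 Trex D2 cells are flagged; cells are dye-loaded with a no-wash calcium kit beforehand.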
# D1 agonist – activates the human D1 dopamine receptor; P21728; HEK293 T-REx D1 cells, calcium flux, agonist mode; activation, % at 2 µM; 1% of 360,000 active; also: 0% is about no effect
#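 Inducible HEK293 T-REx D1 cells, force-coupled to calcium signalling, were plated at 4000 cells/well with tetracycline and held overnight at 30 C. After no-wash calcium dye loading, compound-evoked calcium rise over 180 s flagged agonists.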
# D1 potentiator – human D1 dopamine receptor positive modulation | P21728 | HEK293 TREx D1 cells, calcium flux, dopamine EC20 potentiation | potentiation, % at 10 µM | 0.036% of 360,000 active; in the data active = potentiation above about 30%; also: 0% is about no effect
# D1 antag – antagonists of human D1 dopamine receptor; P21728; HEK293 TREx D1 cells, calcium flux, dopamine EC80; stronger effect = lower value; activity change, negative = inhibition, % at 10 µM; 3.2% of 360,000 active; AID 504652; in the data active = activity change below about -30%; also: % is scaled to controls: 0 for no effect and ±100 for the full control effect
#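 Using tetracycline-induced force-coupled D1 Hek293 cells and a calcium dye, signals were followed for 180 s after compound, then for 180 s after EC80 dopamine, to detect inhibitors.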
# D2 potentiator – positively modulates the human D2 dopamine receptor allosterically; P14416; HEK293 T-REx D2, calcium flux, EC20 dopamine potentiation; potentiation, % at 10 µM; 0.34% of 340,000 active; AID 485347;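 active = potentiation over 3 SD above the plate norm, cut at about 30% in these data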; also: 0% is about no effect
#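 Potentiation of an EC20 dopamine calcium response is measured in a force-coupled, tetracycline-inducible Hek293 Trex D2 line. Compound-only kinetic reads over 180 s flag agonists before dopamine addition.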
# TRHR PAM – allosterically enhances the human TRH receptor | AID 493056 | 0.66% of 360,000 active | P34981 | enhancement, % at 2 µM | TRHR cells, fluo-8 calcium fluorescence, EC20 TRH enhancement; in the data active = enhancement above about 30%; also: 0% is about no effect
#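 Enhancer read-out: after compound pinning and an initial kinetic agonist-mode read, an EC20 of TRH (10 nM final) was injected and fluo-8 calcium signal (Ex 480/Em 530) followed at 1 s/cycle for 100 cycles in TRHR-expressing cells.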
# D2 antag – D2 dopamine receptor (human) antagonism. HEK293 TREx D2 cells, calcium flux, dopamine EC80. 2% of 340,000 active. inhibition, % at 10 µM. AID 485344; in the data active = inhibition above about 30%; also: 0% is about no effect
#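 Antagonism is scored as inhibition of an EC80 dopamine-evoked calcium signal in a force-coupled, tetracycline-inducible HEK293 T-REx D2 line, with compound present 180 s before agonist.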
# The depositor's hits bear a star; . = no result given. Rule as the data show it, unless noted: active = activation above about 30%; inactive = the rest. Compounds were not picked by outcome, and some 7.1% of all compounds hit somewhere here.
mol,RXFP1 antagonist,TRHR ag,D2 ag,D1 agonist,D1 potentiator,D1 antag,D2 potentiator,TRHR PAM,D2 antag
Cc1cc(C)n(C(C)CNS(=O)(=O)c2ccc(C)c(C)c2)n1 (configuration not stated),5,-0.3,6.0,0,-7,8,.,-2,-15
CCOC(=O)C1CCN(S(=O)(=O)c2ccc(OCC)cc2)CC1,-3,-0.3,0.2,6,-2,-12,-7,-6,9
N#CCSc1ccc(-c2nc3ccccc3[nH]2)cn1,-31,-0.1,-0.7,1,0,-6,12,-11,-2
Cc1c(NC(=O)Nc2cccc(Cl)c2)c(=O)n(-c2ccccc2)n1C,8,0.0,0.7,1,-9,-6,-6,-1,-6
CCN(CC(=O)Nc1ccc(OC)cc1)C(=O)c1cc(S(=O)(=O)N2CCOCC2)ccc1N1CCCC1,-1,-0.5,0.4,3,-5,17,2,6,6
COc1ccc(NC2CCCN(C(=O)CCc3ccccc3F)C2)cc1 (configuration not stated),-15,0.0,-0.9,4,-5,-17,5,1,-4
Cc1ccc(NS(=O)(=O)c2ccc(OCC(=O)Nc3cccc([N+](=O)[O-])c3)c(C)c2)cc1,3,0.4,-0.5,1,-6,2,4,-9,-6
CC(=O)Nc1sc2c(c1CN1CCN(c3ccc(F)cc3)CC1)CCCC2,-14,0.1,-0.2,0,-2,7,-16,17,4
CN(CCC#N)C(=O)c1cc2c(s1)-c1ccccc1SC2,-8,-0.2,-0.3,0,-7,-25,-4,-1,1
Cc1nnc(NC(=O)CSc2nc(CC(C)C)nc3c2c(=O)n(C)c(=O)n3C)s1,-12,-0.9,-0.7,0,1,-22,-3,5,11
Nc1nc(CCl)nc(Nc2ccccc2)n1,-2,0.3,1.2,1,5,3,-4,14,-11
COc1ccc2[nH]c(=O)c(CN(c3ccc(C)c(C)c3)S(C)(=O)=O)cc2c1,-7,-0.6,0.2,0,2,-5,8,14,-2
CC(C)c1ccc(NC(=O)NC(C)c2ccc3c(c2)OCO3)cc1 (configuration not stated),-27,-0.1,-1.3,5,-5,-7,-10,-1,-7
O=C(NC(=S)Nc1ccccc1C(=O)O)c1ccc(-c2ccc(Br)cc2)o1,-1,-1.0,2.1,2,-2,2,2,2,4
Cc1ccc(S(=O)(=O)N(C)Cc2ccccc2)cc1C(=O)N1CCCCC1,2,0.4,0.9,13,-2,11,-2,0,-11
O=C(NCc1nnnn1-c1ccc(Cl)cc1)c1ccc(Br)o1,-1,0.2,-0.3,0,-3,13,11,1,.
Cc1cc(=O)n(CC=C(Cl)Cl)c2ccccc12,-3,0.5,-1.2,0,-1,32,-4,-4,8
COc1ccccc1CCNC(=O)c1ccc(NC(=O)CC2SC(N3CCCC3)=NC2=O)cc1 (configuration not stated),-2,0.2,0.2,1,-6,11,17,0,7
COc1ccc2cc(C(=O)Nc3c(C)n(C)n(-c4ccccc4)c3=O)sc(=O)c2c1OC,.,0.0,0.7,2,0,7,10,9,-5
COCCCNC(=O)c1cc(Nc2ccc(OC)cc2OC)nc2ccccc12,-3,-1.2,.,-1,2,4,.,-8,.
Cc1cc(NC(=O)Nc2ccccc2)n(C(C)(C)C)n1,7,-0.2,-1.2,3,0,2,0,3,4
CC(C)CCn1c(SC(C)C(=O)NC2CC2)nc2ccccc2c1=O (configuration not stated),-7,-0.1,-0.2,2,-8,3,6,13,-4
CCOc1ccc(CCNC(=O)CCn2ccc3cc(S(=O)(=O)N4CCCC4)ccc32)cc1,-17,-1.0,-0.3,1,1,2,9,-6,4
CC(C)CCC(=O)N1CCOC1=O,.,0.1,0.6,0,-3,-5,5,29,-17
CC1CCc2c(sc(NC(=O)CSc3nc(N)cc(=O)[nH]3)c2C(N)=O)C1 (configuration not stated),7,0.1,-0.8,3,-3,-21,-9,-6,-3
Cc1ccc(NS(=O)(=O)c2ccc3oc(=O)c4ncn(C)c4c3c2)cc1C,-24,0.2,.,1,-1,10,1,-8,.
CCC(=O)NC(=S)Nc1ccc(S(=O)(=O)NC(C)C)cc1,-13,0.4,0.0,3,-5,0,-4,2,3
Cc1cccc(C(=O)NNC(=O)c2c(O)c3ccccc3n(C)c2=O)c1,-32,-1.0,0.3,17,0,2,0,37*,-15
CC1=C(C(=O)Nc2ccc(C)c(C)c2)C2(CCCCCC2)OC1=O,-22,-1.1,-2.3,0,3,-3,8,10,.
Cc1cc2c(nc1C)CCCN2C[C@@H](C)O/N=C1/[C@H]2CCn3c(=O)n(-c4ccccc4)c(=O)n3[C@H]2[C@H](O)[C@@H]2O[C@H]12,.,-0.1,2.2,-4,-4,24,3,-3,-1
CCN1CCN(c2oc(-c3ccc(COc4ccc(OC)cc4)o3)nc2C#N)CC1,-4,-0.3,.,3,-1,1,-11,-2,.
Cc1cccc(N2CCN(c3nc4ccccc4c4nnc(C)n34)CC2)c1C,-5,-1.2,1.1,3,2,3,-15,0,.
Fc1ccc(-c2cc(-c3ccccc3)c3c(n2)-c2ccccc2OC3)cc1,.,-0.4,-0.2,-1,-3,-11,-3,-4,.
O=C(NC1(O)C(=O)c2ccccc2C1=O)c1ccc(C(F)(F)F)cc1,1,0.3,1.3,1,0,10,6,-3,-14
Cc1cccc(OCC(=O)Nc2cc(Cl)ccc2-n2cncn2)c1C,27,0.5,-0.7,2,-5,-19,-5,21,-1
COc1ccc(/C=N/Nc2ccccn2)c(OC)c1OC,-19,-0.3,-0.3,-3,-3,-4,-10,-1,-5
Cc1ccc(Nc2nc(=O)c3cccnc3s2)c(Br)c1,-15,-0.7,-0.8,2,-12,-19,0,3,-3
N#CC(c1ccc(Cl)cc1)c1ccc(Cl)nn1 (configuration not stated),1,0.4,0.2,1,-11,-3,2,-6,-3
Cc1cc(N/C=C/C(=O)c2cccs2)ccc1F,-4,0.5,-0.1,0,-2,-1,5,-2,-6
Cc1ccccc1CC(=O)NCc1cccnc1,15,0.0,0.5,2,-3,0,8,30,-1

# Reprinted from above (13 entries):
mol,RXFP1 antagonist,TRHR ag,D2 ag,D1 agonist,D1 potentiator,D1 antag,D2 potentiator,TRHR PAM,D2 antag
Cc1cccc(C(=O)NNC(=O)c2c(O)c3ccccc3n(C)c2=O)c1,-32,-1.0,0.3,17,0,2,0,37*,-15
CC1=C(C(=O)Nc2ccc(C)c(C)c2)C2(CCCCCC2)OC1=O,-22,-1.1,-2.3,0,3,-3,8,10,.
Cc1cc2c(nc1C)CCCN2C[C@@H](C)O/N=C1/[C@H]2CCn3c(=O)n(-c4ccccc4)c(=O)n3[C@H]2[C@H](O)[C@@H]2O[C@H]12,.,-0.1,2.2,-4,-4,24,3,-3,-1
CCN1CCN(c2oc(-c3ccc(COc4ccc(OC)cc4)o3)nc2C#N)CC1,-4,-0.3,.,3,-1,1,-11,-2,.
Cc1cccc(N2CCN(c3nc4ccccc4c4nnc(C)n34)CC2)c1C,-5,-1.2,1.1,3,2,3,-15,0,.
Fc1ccc(-c2cc(-c3ccccc3)c3c(n2)-c2ccccc2OC3)cc1,.,-0.4,-0.2,-1,-3,-11,-3,-4,.
O=C(NC1(O)C(=O)c2ccccc2C1=O)c1ccc(C(F)(F)F)cc1,1,0.3,1.3,1,0,10,6,-3,-14
Cc1cccc(OCC(=O)Nc2cc(Cl)ccc2-n2cncn2)c1C,27,0.5,-0.7,2,-5,-19,-5,21,-1
COc1ccc(/C=N/Nc2ccccn2)c(OC)c1OC,-19,-0.3,-0.3,-3,-3,-4,-10,-1,-5
Cc1ccc(Nc2nc(=O)c3cccnc3s2)c(Br)c1,-15,-0.7,-0.8,2,-12,-19,0,3,-3
N#CC(c1ccc(Cl)cc1)c1ccc(Cl)nn1 (configuration not stated),1,0.4,0.2,1,-11,-3,2,-6,-3
Cc1cc(N/C=C/C(=O)c2cccs2)ccc1F,-4,0.5,-0.1,0,-2,-1,5,-2,-6
Cc1ccccc1CC(=O)NCc1cccnc1,15,0.0,0.5,2,-3,0,8,30,-1

# Next section
mol,RXFP1 antagonist,TRHR ag,D2 ag,D1 agonist,D1 potentiator,D1 antag,D2 potentiator,TRHR PAM,D2 antag
CCOC(=O)c1ccccc1NC(=O)CSc1ncc2c(n1)-c1ccccc1N(CC)S2(=O)=O,2,0.9,0.1,5,-4,5,-5,-5,.
O=C(/C=C/c1cccs1)N1CCN(c2ccc(O)cc2)CC1,11,-0.5,-0.4,-1,-5,-7,7,7,2
CNc1c(NS(=O)(=O)c2cc(OC)ccc2OC)c(=O)oc2ccccc12,-11,-1.0,.,-2,0,7,.,-1,.
CC1Cc2nc(SCC(=O)NCC3CCCO3)n(C)c(=O)c2S1 (configuration not stated),2,-2.4,-1.7,1,0,0,-4,11,-8
O=C(CCSCCC(=O)NCc1ccccc1)NCc1ccccc1,-13,-0.5,0.6,2,-1,-8,0,5,11
COC(CNC(=O)c1ccc2c(c1)nc(C)n2-c1cccc(C)c1)OC,4,-0.1,-1.1,1,-12,-14,11,0,-20
COc1cc(C(=O)NCCOc2ccccc2C)cc(OC)c1OC,8,0.0,1.5,0,-1,5,-4,4,-16
COc1ccc(CN(Cc2cccnc2)S(=O)(=O)c2ccc(-n3cnnn3)c(OC)c2)cc1,1,0.2,-0.7,5,-3,-2,-9,-12,24
Cc1ccc(NC(=O)C2CCCN2S(=O)(=O)c2ccc(F)cc2)c(C)c1 (configuration not stated),13,-1.3,-0.2,-5,-9,-10,-2,1,-12
O=C(CCC(=O)c1ccc(F)cc1)Nc1ccc(Cl)cc1,-8,0.3,0.0,3,0,-23,4,11,.
CC(C)Oc1c(N2CCOCC2)c(=O)c1=O,7,0.2,0.4,2,-4,-24,-3,-5,0
O=C(O)c1ccc(OS(=O)(=O)c2ccc(Cl)s2)cc1,-2,0.6,-0.3,0,-7,10,14,1,-11
C=CCNC(=O)c1cccc(NS(=O)(=O)c2ccc(Cl)cc2)c1,-7,0.0,-0.5,2,0,-13,-26,-2,-4
O=C(CN1C(=O)c2cccc([N+](=O)[O-])c2C1=O)N1CCN(S(=O)(=O)c2ccccc2)CC1,-31,-0.6,.,1,-2,2,.,-1,.
CCOc1ccc(NC(=O)C2CCN(C(=O)N3CC(C)Oc4ccc(Cl)cc43)CC2)cc1 (configuration not stated),16,-0.8,0.2,3,-1,-6,.,6,.
CCOC(=O)/C=C1\SCC(=O)N1CC(=O)Nc1cccc(F)c1,-9,0.8,-0.2,-1,-4,.,6,1,17
O=C(O)c1cccc(-c2nc3ccccc3[nH]2)c1,13,0.4,2.4,0,-3,-15,-9,-4,-11
N#Cc1nc(-c2ccccc2F)oc1NCc1cccc2c1OCO2,-7,0.1,-0.6,3,-8,-12,-2,-2,-13

# Screens from PubChem.
